PMI act: activators of human PMI, primary screen, biochemical, fluorescence intensity, near-Km mannose 6-phosphate; purified human PMI, coupled resazurin fluorescence, 20 min; hits give high values; 1 = vehicle control, 0 substrate-free wells; AID 1214, 2008; activation factor at 20 µM; Mannose-6-phosphate isomerase (Homo sapiens), P34949; actives 0.005% (n = 190,000);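 active means activation factor of 2 or more at 20 µM, relative to plate controls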
Target sequence (P34949 whole entry, looked up): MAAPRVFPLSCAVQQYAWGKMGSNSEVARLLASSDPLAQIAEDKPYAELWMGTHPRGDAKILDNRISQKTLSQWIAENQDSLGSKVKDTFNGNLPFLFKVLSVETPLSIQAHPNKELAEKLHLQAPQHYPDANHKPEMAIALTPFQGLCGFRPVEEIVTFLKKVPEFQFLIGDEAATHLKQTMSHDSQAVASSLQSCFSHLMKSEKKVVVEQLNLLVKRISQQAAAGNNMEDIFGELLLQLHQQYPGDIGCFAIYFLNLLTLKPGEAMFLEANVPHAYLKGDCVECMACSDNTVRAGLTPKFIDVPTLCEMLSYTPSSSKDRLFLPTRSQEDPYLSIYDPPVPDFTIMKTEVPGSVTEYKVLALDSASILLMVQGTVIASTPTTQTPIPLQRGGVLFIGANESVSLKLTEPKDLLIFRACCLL
PMI act satM6P: human PMI activators, high substrate, primary screen, biochemical, fluorescence intensity, near-saturating mannose 6-phosphate | activation factor at 20 µM | actives 0.34% (n = 190,000) | Mannose-6-phosphate isomerase (Homo sapiens), P34949 | coupled PMI enzyme assay, resazurin fluorescence, 20 min; hits give high values; 1 = untreated enzyme, 0 = substrate-free blank;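 active means activation factor of 2 or more at 20 µM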
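Test system: human phosphomannose isomerase with PGI, G6PDH, diaphorase coupling enzymes / Doses: 20 µM compound, 1% DMSO / Times: enzyme reaction with compound 20 min at room temperature / Measured by: Diaphorase-driven resazurin-to-resorufin fluorescence, excitation 544, emission 590 nm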
TNAP inh hiacc: human TNAP enzyme inhibitors, primary screen, biochemical, luminescent, high phosphate acceptor level, uHTS. purified TNAP, CDP-star luminescence, 1 M DEA. actives 0.03% (n = 200,000). inhibition, % at 20 µM. AID 1135, 2008;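 active means over 50% inhibition of tissue-nonspecific alkaline phosphatase at 20 µM in the single-dose screen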;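 further: plate controls were DMSO wells for no effect and EDTA-quenched wells as full inhibition for full effect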
TNAP inh noacc: human TNAP enzyme inhibitors, primary screen, biochemical, luminescent, no phosphate acceptor, uHTS. actives 0.26% (n = 200,000). AID 1012, 2008. inhibition, % at 20 µM. purified TNAP, CDP-star luminescence, 30 min;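 active means tissue-nonspecific alkaline phosphatase inhibition above about 50% at 20 µM in the single-dose screen, limit read from the data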;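 further: 0% = DMSO negative control and 100% = EDTA positive control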
FLuc stim CS: FLuc activators, initial screening, artefact control for FLuc-dependent activation tests, biochemical, ATPlite luminescence. activation factor at 10 µM. ATPlite luciferase biochemical, 10 min; 0 = ATP-free wells, 1 = DMSO control. 200,000 tested, under 10 active;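 active means luciferase activation factor, scaled between plate controls, of at least 2 with compound at 10 µM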
Target sequence (P08659 whole entry, looked up): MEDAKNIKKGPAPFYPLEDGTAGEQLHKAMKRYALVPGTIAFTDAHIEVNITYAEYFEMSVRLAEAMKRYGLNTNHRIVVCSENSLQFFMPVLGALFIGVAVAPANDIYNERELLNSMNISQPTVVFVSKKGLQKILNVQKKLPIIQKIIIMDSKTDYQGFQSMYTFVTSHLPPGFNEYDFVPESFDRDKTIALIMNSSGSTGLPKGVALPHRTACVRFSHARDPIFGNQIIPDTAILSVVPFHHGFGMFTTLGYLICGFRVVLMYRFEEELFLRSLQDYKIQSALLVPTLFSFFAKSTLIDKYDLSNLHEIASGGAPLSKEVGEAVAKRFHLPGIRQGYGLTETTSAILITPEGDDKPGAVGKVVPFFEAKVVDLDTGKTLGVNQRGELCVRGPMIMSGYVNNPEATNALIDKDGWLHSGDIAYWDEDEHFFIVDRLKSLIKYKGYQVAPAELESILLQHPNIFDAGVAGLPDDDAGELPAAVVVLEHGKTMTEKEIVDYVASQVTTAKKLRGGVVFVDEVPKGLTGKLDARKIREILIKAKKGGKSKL
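Material: Luciferase/luciferin reagent mix | Doses: Test compounds dosed from 2 mM stocks in 100% DMSO | Timing: 10 min incubation after luciferase reagent addition, room temperature | Measured by: Luminescence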
TNAP act hi DEA: TNAP activators at high phosphate acceptor level, primary screen, biochemical, luminescence, uHTS. Alkaline phosphatase, tissue-nonspecific isozyme (Homo sapiens), P05186. purified TNAP, CDP-star luminescence, 1 M DEA, 30 min; hits give high values; 0 = EDTA background, 1 = DMSO-only activity. AID 1136, 2008. 200,000 tested, under 10 active. activation factor at 20 µM;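 active means activation factor at least 2 at 20 µM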
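Measured by: Luminescent substrate turnover signal | Test system: Human TNAP | Input: TNAP 1/800 final | Dosing: 20 µM single point | Schedule: 30 min, room temperature | Controls: EDTA wells as negative control, DMSO wells as positive control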
NF-kB expr up: activators of NF-kB expression in neurons, primary screen, cell-based, HTS; human neuronal cells, NF-kB reporter expression; hits give high values; fold change at 12.5 µM; actives 1.6% (n = 190,000); in the data active means fold change above about 3.3
bIAP activator: bovine intestinal alkaline phosphatase activators, primary screen, biochemical, bovine IAP, CDP-star luminescence; purified bovine IAP, 30 min; hits give high values; fold of DMSO-control signal, blank-subtracted; actives 0.17% (n = 200,000); activation factor at 20 µM;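 active means activation factor of 2 or more at 20 µM, a signal rise over negative controls twice the positive control's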
APP 5'UTR act: activators of APP 5'UTR luciferase reporter, primary screen, SH-SY5Y cells. SH-SY5Y APP 5'UTR luciferase reporter, luminescence; zero percent = DMSO vehicle wells. activation, % at 2 µM. actives 1% (n = 190,000). AID 1276, 2008;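 active means activation above a set limit, based on mean plus 3 SD of controls, cut at about 140% in these data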; further: values of inactives mirror those of a sister screen read the other way
FLuc inhib CS: firefly luciferase enzyme inhibitors, primary screen, artefact control for luciferase-based inhibitor screens, biochemical, luminescence, ATPLite; Luciferin 4-monooxygenase (Photinus pyralis), P08659; 10 min; inhibition, % at 10 µM; actives 1.5% (n = 200,000);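 active means inhibition above about 50% when tested at 10 µM, limit read from the data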
An asterisk follows results filed as active; . = no result given. An excerpt, so the mix of outcomes need not match the whole.

Order of values – APP 5'UTR act	PMI act	NF-kB expr up	PMI act satM6P	FLuc stim CS	bIAP activator	TNAP act hi DEA	TNAP inh hiacc	FLuc inhib CS	TNAP inh noacc
- COc1ccc(N2C(=O)NC(=O)/C(=C\c3ccc([N+](=O)[O-])s3)C2=O)cc1
  -5.8	1.4	0.97	1.5	1.1	1	0.9	13.1	-6.0	0.6
- CCOC(=O)C1CCN(/C=C2/C(=O)NC(=S)N(c3cccc(OC)c3)C2=O)CC1
  -4.7	1	1.09	1	1	1.1	1	-4.4	-1.7	-8.1
- CC(C(=O)c1ccc2ccccc2c1)N1CCCCC1 (stereo not given)
  -2.7	1	1.41	1	0.8	1.1	1.1	-6.5	22.0	-3.1
- CCN1CCN(c2cc(N3CCCC3)c(F)cc2[N+](=O)[O-])CC1
  8.4	0.8	1.3	0.7	1	1	0.7	29.4	-0.1	20.6
- CC(=O)c1c(O)n(C2CCCCCC2)c(=O)[nH]c1=O
  0.7	0.9	0.93	1	1.1	0.9	1	-1.7	-5.3	-7.6
- COc1ccc(Cn2c(O)c(/C=N/NC(=O)c3ccccc3)c(=O)[nH]c2=O)cc1
  15.1	1.1	1.06	1.2	0.9	1	1	-0.3	6.6	71.1*
- O=C(c1c[nH]cc1-c1ccccc1)c1cccc2ccccc12
  19.8	0.8	1.03	0.8	1	1	1	1.2	-4.8	-4.1
- O=C1/C(=C/c2ccc3c(c2)OCO3)N2CCC1CC2
  -12.7	1	1.38	1	1	0.9	1	-0.3	-4.1	4.6
- CCCOP(=O)(OCCC)C(NC(=O)c1ccccc1)=C(Cl)Cl
  11.1	1	1.17	1.1	1.1	0.8	1	-1.5	-6.7	-20.1
- CCCCCCCC(=O)NC(Oc1ccccc1[N+](=O)[O-])C(Cl)(Cl)Cl (stereo not given)
  8.8	1	1.33	1	1	0.7	1	-0.5	-1.2	-7.4
- CN1CCN(c2ccc(N)cc2Cl)CC1
  7.8	1.1	1.01	0.8	1	1.1	1.1	-8.1	-1.8	-12.6
- COc1cc2[nH]c(=O)n(-c3cccc(Cl)c3)c(=O)c2cc1OC
  1.6	0.9	1.21	0.9	1	1	1	-4.1	-4.7	-9.7
- CCOP(=O)(OCC)C(NC(=O)c1ccc(C)cc1)C(Cl)(Cl)Cl (stereo not given)
  10.2	1.3	1.17	1.2	1	0.8	1	-3.6	4.5	-1.0
- COC(=O)[C@]1(C)C[C@H]1[C@H](NP(=O)(c1ccccc1)c1ccccc1)c1ccccc1
  13.1	1.1	1.01	1	1.1	0.9	1	-3.4	-6.7	-4.0
- Cc1ccc(OCC(=O)Nc2ccc(Cl)cc2C(=O)c2ccccc2)cc1
  -5.6	0.9	1.03	0.9	1	0.8	1	-2.4	-2.8	-1.4
- CC1=NN(c2ccccc2)C(=O)C1/C=C1/C(=O)NC(=O)N(c2cccc(C)c2)C1=O (stereo not given)
  6.8	1	1.24	1	0.9	0.9	0.9	9.4	13.3	9.5
- CCC(=NCc1cccnc1)c1c(O)n(Cc2ccccc2)c(=O)[nH]c1=O
  22.1	0.9	0.78	0.9	1.1	1	1.1	-7.3	-5.8	-8.4
- CC12CN3CC(C)(CN(C1)C3c1ccco1)C2=O (stereo not given)
  3.8	0.9	1.06	0.9	1	1	1	-4.9	-1.5	-12.2
- c1ccc2c(CN3CCCCCCC3)c[nH]c2c1
  0.0	1	1.08	1	1.1	0.8	1.1	-6.2	-5.2	-13.3
- CCC(=Nc1ccc2c(c1)CCC2)c1c(O)n(C)c(=O)n(C)c1=O
  .	1.1	.	1	1.1	0.9	1	-4.5	-9.9	3.2
- CC(=O)NC(=O)NC(C)Cc1ccccc1 (stereo not given)
  5.4	1.1	1.19	1.1	1.1	1	1	1.1	-6.5	-10.9
- CN(C)c1nc(OCCNC(=O)COc2ccc(Cl)cc2Cl)nc(N2CCCCC2)n1
  55.1	1	1.09	1	1.1	1	1	-4.5	-6.0	1.2
- COc1cc(C=C2C(=O)NC(=O)NC2=O)ccc1OCc1ccc([N+](=O)[O-])cc1
  1.7	1.2	3.42*	1.2	0.5	1	1	-1.0	52.3*	-2.9
- S=C1CN=C(c2ccccc2Cl)c2cc(Cl)ccc2N1
  -4.2	1	1.2	1	1	1	1	4.1	-4.0	4.8
- O=C(Nc1ccc(OC(=O)N2CCCCC2)cc1)N1CCOCC1
  -52.0	0.9	0.64	0.9	1	1	1	-1.6	-0.9	-0.4
- O=C(CN1CCCC1=O)N1CCOCC1
  -9.2	0.8	1.02	0.9	1	1	1	0.8	-0.9	-4.0
- CCOP(=O)(CN(CC)CCNP(=O)(OCC)OCC)OCC
  7.4	1.1	1.36	1.1	1.1	1	1.1	-6.7	-5.7	-15.0
- CC(C)n1c(=O)c(C=Nc2ccc(Br)cc2)c(O)n(Cc2ccco2)c1=O
  -4.0	1.1	1.1	1.3	1.1	1	1.1	-5.5	-8.3	-2.7
- CC(C)(C)P(=O)(c1ccncc1)N1CCCC1 (stereo not given)
  -11.7	0.9	1.1	0.9	1	0.9	1	2.3	-4.6	-4.2
- COc1ccccc1N1CCN(Cc2ccc(F)cc2)CC1
  12.6	1.1	1.37	1.1	1	0.9	1	-2.7	-4.8	-16.6
- CCOC(=O)[C@@]1(C#N)[C@@H]2C=CC(C(N)=O)=CN2[C@@H](C(N)=O)[C@@H]1c1cccc(Cl)c1
  7.8	0.7	1.08	0.7	1.1	0.8	1	-1.8	-7.9	-12.0
- CCOC(=O)c1cccc([P+](=O)O)c1
  3.4	1.1	2	1.1	1.1	1	1	-1.0	-7.2	-7.3
- COc1ccc(C2NCc3ccc4c(c3-n3cccc32)OCO4)cc1O (stereo not given)
  -94.1	0.9	2.87	1	1	1	1	3.8	-2.7	-4.1
- c1cncc(C2CCCCN2Cc2ccc3c(c2)OCO3)c1 (stereo not given)
  -2.8	1	1.13	1	1.1	0.9	1.1	-7.7	-5.5	-17.0
- CC(O)(CS(=O)(=O)c1ccccc1)C(=O)Nc1cccc(C(F)(F)F)c1 (stereo not given)
  -3.4	1	0.95	1	1.1	1	1.1	-7.1	-6.5	-12.4
- CCOC(=O)C1CCCCC12C(C#N)=C(N)Oc1n[nH]c(C)c12 (stereo not given)
  0.2	1	0.92	1	1.1	0.9	1.1	-5.7	-10.9	14.3
- CCc1ccc(N2C(=O)NC(=O)/C(=C/c3cccn3CCOc3ccc(C)cc3)C2=O)cc1
  21.1	1.1	1.46	1	1	0.9	0.9	8.0	-0.8	15.2
- COc1cc(-n2c(=S)[nH]c3ccccc3c2=O)c(Cl)cc1Cl
  12.6	0.9	1.29	1	1	1	1	-1.8	-3.7	-6.3
- CC(Cc1cccs1)NCc1ccc(Cl)cc1 (stereo not given)
  -12.9	1.1	1.15	1	1.1	1	1	-3.9	-6.6	-7.6
- CCOC(=O)C1(CCOc2ccccc2)CCN(C2Cc3ccccc3C2)CC1
  1.4	0.9	0.86	0.9	1	0.9	1.1	-7.8	-4.9	-6.6

Complete entries as entered above.
CCOC(=O)[C@@]1(C#N)[C@@H]2C=CC(C(N)=O)=CN2[C@@H](C(N)=O)[C@@H]1c1cccc(Cl)c1 is listed with APP 5'UTR act: 7.8; PMI act: 0.7; NF-kB expr up: 1.08; PMI act satM6P: 0.7; FLuc stim CS: 1.1; bIAP activator: 0.8; TNAP act hi DEA: 1; TNAP inh hiacc: -1.8; FLuc inhib CS: -7.9; TNAP inh noacc: -12.0
COc1cc(-n2c(=S)[nH]c3ccccc3c2=O)c(Cl)cc1Cl is listed with APP 5'UTR act: 12.6; PMI act: 0.9; NF-kB expr up: 1.29; PMI act satM6P: 1; FLuc stim CS: 1; bIAP activator: 1; TNAP act hi DEA: 1; TNAP inh hiacc: -1.8; FLuc inhib CS: -3.7; TNAP inh noacc: -6.3
O=C(Nc1ccc(OC(=O)N2CCCCC2)cc1)N1CCOCC1 is listed with APP 5'UTR act: -52.0; PMI act: 0.9; NF-kB expr up: 0.64; PMI act satM6P: 0.9; FLuc stim CS: 1; bIAP activator: 1; TNAP act hi DEA: 1; TNAP inh hiacc: -1.6; FLuc inhib CS: -0.9; TNAP inh noacc: -0.4

Next structures follow:
Order of values – APP 5'UTR act	PMI act	NF-kB expr up	PMI act satM6P	FLuc stim CS	bIAP activator	TNAP act hi DEA	TNAP inh hiacc	FLuc inhib CS	TNAP inh noacc
- CCN1CCN(c2ccc(N)cc2)CC1
  10.2	0.7	1.25	0.6	1	1.1	1	4.6	-0.2	7.1
- CC(=NCC1CCCO1)c1c(O)n(Cc2ccccc2)c(=O)[nH]c1=O (stereo not given)
  24.0	0.8	1.3	0.8	1	1	1	-3.4	-2.9	-7.1
- O=C(c1ccccc1)C(CN1CCCC1)c1ccccc1 (stereo not given)
  -92.1	1.1	0.97	1.2	1.1	1	1.1	-5.5	-6.4	-10.3
- Cc1n[nH]c(C)c1CCN
  -2.2	1	1.25	1	1.1	1	1	-4.8	-5.6	-6.5
- CN(C)c1nc(N(C)C)nc(N(C#N)CCCl)n1
  21.3	1.1	1.21	1.1	1	1	1	-2.4	-4.0	-5.8
- O=C1NC(=O)N(Cc2ccccc2)C(=O)/C1=C\c1ccco1
  -4.6	1.6	1.23	2.3*	1.1	1.1	1	-3.9	-9.2	-5.0
- Fc1ccc(C2NCCc3[nH]cnc32)cc1 (stereo not given)
  8.6	1	0.89	1.1	1.1	0.9	1	-3.7	-6.6	3.7
- CCCC(=O)C1C(=O)NC(=O)NC1=O
  .	1	0.94	1	1.1	1	1	-1.3	-5.7	-5.5
- CCOc1cc(CNCCc2c[nH]c3ccccc23)cc(Cl)c1OC
  9.0	1	0.76	1	1.1	1	1	-4.6	-6.6	-10.5
- Cc1ccc(-c2nc3ccc(Cl)cc3n2OC(=O)N(C)C)cc1
  69.1	1	1.61	0.9	1	1	1	2.7	-2.8	-5.1
- CSc1ccc(C(c2c(O)c3ccccc3oc2=O)c2c(C)n(C)n(-c3ccccc3)c2=O)cc1 (stereo not given)
  -5.3	1	1.15	1	1	1	1	3.8	4.9	-2.5
- COc1ccc(/C=C2/C(=O)NC(=O)N(c3ccc(C)c(C)c3)C2=O)cc1CN1C(=O)c2ccccc2C1=O
  11.0	0.9	1.11	1	1.1	1	1	-3.4	-6.2	2.7

Screening data (PubChem)
